mIAP activ – increases mouse intestinal alkaline phosphatase activity; muIAP, CDP-Star luminescence, 30 min; active compounds read high; 1 = vehicle-only enzyme signal, 0 = enzyme-free wells; hit rate 0.24% among 330,000; activation factor at 10 µM;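 active means activation factor of at least 2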; further: the source names both 10 and 20 µM as test concentration; values of inactives mirror those of a sister screen read the other way
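System: mouse IAP enzyme. Reagent: CDP-Star chemiluminescent phosphatase substrate. Benchmarks: DMSO wells, no-enzyme wells. Times: 30 min enzyme-substrate-compound incubation at room temperature. Detection: luminescence from enzymatic CDP-Star hydrolysis. Doses: test compounds delivered from DMSO solution.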
mIAP block – blocks mouse intestinal alkaline phosphatase. purified mouse IAP, CDP-Star luminescence, 30 min. inhibition, % at 10 µM. hit rate 0.2% among 330,000. AID 2806;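 active means inhibition of at least 40% at 10 µM in the primary screen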;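 further: plate controls were DMSO with enzyme for no effect and no enzyme wells for full effect; values of inactives mirror those of a sister screen read the other way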
hIAP block – blocks human intestinal alkaline phosphatase. P09923. purified IAP, CDP-Star luminescence, 30 min. inhibition, % at 10 µM. hit rate 0.12% among 330,000. AID 2544;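 active means inhibition reaching a set limit with compound at 10 µM in the primary screen, cut at about 35% in these data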;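 further: plate controls were DMSO wells with enzyme for no effect and no-enzyme buffer wells for full effect; values of inactives mirror those of a sister screen read the other way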
hIAP activ – human IAP activation. activation factor at 10 µM. hit rate 0.16% among 330,000. AID 2524. purified human IAP, CDP-Star luminescence, 30 min; active compounds read high; 1 = vehicle-only enzyme, 0 = enzyme-free background;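 active means activation factor of the enzyme at least 2-fold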; further: the source names both 10 and 20 µM as test concentration; values of inactives mirror those of a sister screen read the other way
PfG6PD inh – PfG6PD (Plasmodium falciparum) enzyme inhibition. PfGluPho enzyme, NADPH resazurin-diaphorase fluorescence. AID 504690. inhibition, % at 20 µM. hit rate 0.78% among 350,000;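 active means inhibition reaching at least a set limit at 20 µM in the primary screen, cut at about 59% in these data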;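 further: 0% = DMSO wells with substrate and 100% = DMSO wells lacking glucose-6-phosphate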
HKDC1 inhibitor – blocks human hexokinase HKDC1 activity. AID 493160. inhibition, % at 20 µM. Q2TB90. hit rate 0.16% among 340,000. recombinant HKDC1, G6PDH/diaphorase resazurin coupled fluorescence;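 active means inhibition above about 35% when tested at 20 µM, limit read from the data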;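 further: plate controls were DMSO wells with enzyme for no effect and DMSO wells lacking enzyme for full effect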
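System: Recombinant HKDC1 hexokinase | Amount: HKDC1 at 5 µg/mL | Reagent: Glucose with 1 mM ATP | Doses: Single 20 µM dose | Incubation: Reaction time 90 min, room temperature, protected from light | Signal: Coupled resazurin fluorescence, excitation 525 nm, emission 613 nm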
ATG4B inhibitor – blocks human ATG4B protease cleavage of LC3 substrate; inhibition, % at 8.33 µM; hit rate 0.51% among 340,000; ATG4B cleavage of LC3-PLA2, NBD-HPC fluorescence, 1 h; Q9Y4P1; in the data active means inhibition above about 40%
APOBEC3A inh – inhibitors of human APOBEC3A DNA deaminase; inhibition, % at 20 µM; hit rate 0.41% among 330,000; recombinant A3A, FAM/TAMRA ssDNA deamination fluorescence; P31941;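 active means at least 40% inhibition at 20 µM here, with at most 30% in a related deaminase screen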;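 further: plate controls were A3A with DMSO for no effect and wells lacking A3A enzyme for full effect; some results filed as inactive read as strong as hits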
* marks the source's active call; other numbers are inactive results.

item	molecule	mIAP activ	PfG6PD inh	mIAP block	HKDC1 inhibitor	hIAP block	hIAP activ	ATG4B inhibitor	APOBEC3A inh
1	CCCc1nc2oc3ccccc3c(=O)c2c(=O)n1-c1ccccc1	1.1	10	-10	3	-12	1.1	1	-9
2	CCCCNC(=O)NS(=O)(=O)c1ccc(NC(=O)CCC(=O)c2cccs2)cc1	1.1	16	-8	6	11	0.89	-19	-1
3	O=S(=O)(Nc1ccc(-c2nc3cccnc3s2)cc1)c1ccc(Cl)s1	0.91	-33	9	0	15	0.85	2	-5
4	Oc1c(Br)cc(Br)cc1C=NCc1ccccc1	0.79	16	21	18	3	0.97	73*	3
5	CC1=NN(c2ccc(Br)cc2)C(=O)/C1=C/c1cccs1	0.93	5	7	9	6	0.94	-3	-2
6	O=C(C[n+]1cccc(/C=N/O)c1)N(Cc1ccccc1)Cc1ccccc1	1	0	-1	-3	-10	1.1	-4	-2
7	CCn1ncc([C@@H]2C[C@H]3CN(Cc4cccc(Cl)c4)C(=O)[C@]34CCCN24)c1C	0.96	3	4	6	-11	1.1	0	1
8	C=CCc1cc(S(=O)(=O)c2ccc(O)c(CC=C)c2)ccc1O	0.97	-28	3	-4	21	0.79	-1	-1
9	CC(=O)Nc1ccc(NS(=O)(=O)c2ccc(-c3csc(C)n3)s2)cc1	0.94	9	6	1	10	0.9	-7	0
10	COc1ccc(S(=O)(=O)N(CC(=O)NCc2ccco2)c2ccc(F)cc2)cc1	1	-2	-2	-6	6	0.94	12	-3

Whole records as entered above. Screens in order: mIAP activ, PfG6PD inh, mIAP block, HKDC1 inhibitor, hIAP block, hIAP activ, ATG4B inhibitor, APOBEC3A inh
COc1ccc(S(=O)(=O)N(CC(=O)NCc2ccco2)c2ccc(F)cc2)cc1 is listed as 1, -2, -2, -6, 6, 0.94, 12, -3
CCn1ncc([C@@H]2C[C@H]3CN(Cc4cccc(Cl)c4)C(=O)[C@]34CCCN24)c1C is listed as 0.96, 3, 4, 6, -11, 1.1, 0, 1
O=C(C[n+]1cccc(/C=N/O)c1)N(Cc1ccccc1)Cc1ccccc1 is listed as 1, 0, -1, -3, -10, 1.1, -4, -2
CC(=O)Nc1ccc(NS(=O)(=O)c2ccc(-c3csc(C)n3)s2)cc1 is listed as 0.94, 9, 6, 1, 10, 0.9, -7, 0
Oc1c(Br)cc(Br)cc1C=NCc1ccccc1 is listed as 0.79, 16, 21, 18, 3, 0.97, 73*, 3

The listing continues:
item	molecule	mIAP activ	PfG6PD inh	mIAP block	HKDC1 inhibitor	hIAP block	hIAP activ	ATG4B inhibitor	APOBEC3A inh
11	CN(C)N=Nc1ccc(S(=O)(=O)N2CCSC2C(=O)O)cc1 (stereo not given)	1	-7	-2	-3	-4	1	1	5
12	CSc1ccc(NC(N)=S)cc1	1	1	-2	11	2	0.98	-2	-5
13	COc1ccc(C(CC(=O)c2ccccc2)S(=O)(=O)c2ccc(C)cc2)cc1 (stereo not given)	0.89	11	11	-2	16	0.84	11	-3
14	Cc1nc(NC(=O)c2ccccc2)nc2cc3c(cc12)OCO3	1.1	-7	-6	12	1	0.99	-7	3
15	CCC(=O)Nc1ccc(Nc2nc(C)c([N+](=O)[O-])c(Nc3ccc(NC(=O)CC)cc3)n2)cc1	0.83	6	17	-6	5	0.95	-30	0
16	CCCCCCCC(=O)N1c2ccccc2NC(=O)C1CC(=O)Nc1ccc(C(=O)O)cc1 (stereo not given)	1	-18	-4	-1	2	0.98	-1	-3
17	CCCn1cc(CN2CCC(n3nccc3NC(=O)c3ccccc3)CC2)c(C)n1	0.96	10	4	6	-35	1.3	8	2
18	O=C(CSc1nc(N2CCOCC2)nc(N2CCOCC2)n1)Nc1ccccc1F	1.1	-5	-7	5	-10	1.1	4	4
19	CCOC(=O)C1CCCCN1C(=O)/C(=C/c1ccc(OC)cc1)c1ccc(OC)c(OC)c1 (stereo not given)	1	23	-2	-4	18	0.82	-8	1
20	N/C(=N\OC(=O)CC1CCCCC1)c1cccc(Br)c1	0.99	6	1	-1	-10	1.1	-6	3
21	O=C(Cc1ccc(Br)cc1)NCCc1ccc(Cl)cc1Cl	1.3	0	-33	-7	-2	1	6	-6
22	O=C(Nc1cccc(S(=O)(=O)N2CCCC2)c1)c1cccc(OC(F)F)c1	0.99	26	0	-2	4	0.96	-7	1
23	CCN(CC)C(=O)c1n[nH]c(=O)c2ccccc12	0.98	-4	2	-8	17	0.83	-1	4
24	O=C(NCC1COc2ccccc2O1)c1ccc(NC(=O)C(c2ccccc2)c2ccccc2)cc1 (stereo not given)	1.3	6	-31	11	-46	1.5	-2	0
25	COc1ccc(/C=C/C(=O)Nc2ccc(C(N)=O)cc2)cc1OC	1.1	-17	-6	-2	2	0.98	1	-1
26	Cc1ccc(CS(=O)Cc2ccc(C(=O)NCc3ccccc3Cl)o2)cc1 (stereo not given)	0.85	8	15	-3	-8	1.1	42*	-5
27	O=C(c1ccco1)N1CCN(c2nc3ccsc3c(=O)s2)CC1	0.93	34	7	-2	8	0.92	-11	0
28	NS(=O)(=O)c1ccc(CCNC(=O)CCc2nc3sc4c(c3c(=O)[nH]2)CCCC4)cc1	0.96	2	4	8	11	0.89	-1	6
29	c1ccc(CCNC2=NCCCS2)cc1	0.97	-12	3	-8	-16	1.2	-10	-2
30	COc1ccc(CCn2c(=N)c(C(=O)NC3CCCCC3)cc3c(=O)n4ccccc4nc32)cc1	0.93	5	7	0	1	0.99	-13	-4

A draw from above in order of SMILES length, ascending:
item	molecule	mIAP activ	PfG6PD inh	mIAP block	HKDC1 inhibitor	hIAP block	hIAP activ	ATG4B inhibitor	APOBEC3A inh
23	CCN(CC)C(=O)c1n[nH]c(=O)c2ccccc12	0.98	-4	2	-8	17	0.83	-1	4
27	O=C(c1ccco1)N1CCN(c2nc3ccsc3c(=O)s2)CC1	0.93	34	7	-2	8	0.92	-11	0
25	COc1ccc(/C=C/C(=O)Nc2ccc(C(N)=O)cc2)cc1OC	1.1	-17	-6	-2	2	0.98	1	-1
